Ecoli WT expand = blocks growth of wild type E. coli BW25113. growth inhibition, % at 100 µM. OD600 absorbance. actives 0.15% (n = 98,000);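 active = growth inhibition above about 50% at one test dose, limit read from the data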;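 note: growth measured after 20 h incubation at 37 °C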
H69AR growth 86K = blocks growth of human H69AR lung tumor cells. actives 6% (n = 85,000). H69AR lung tumor viability, ATP luminescence, 72 h; stronger effect = lower value. viability, % at 10 µM;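 active = viability at or below 40%; inactive = viability above 40%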;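 note: multidrug resistant small cell line overexpressing MRP-1 efflux transporter; 100% = mean luminescence of untreated control wells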
PostGolgi yeast = growth inhibition of a yeast mutant, post-Golgi transport screen | actives 0.9% (n = 98,000) | post-Golgi transport phenotypic cell assay | inhibition, % at 10 µM;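 note: yeast cells grown in 1536-well plates; yeast grown about 18 h at 30C before absorbance read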
HUVEC prolif 384 = inhibitors of human endothelial cell proliferation; HUVEC proliferation, CellTiter-Glo luminescence, 72 h; stronger effect = lower value; viability, % at 10 µM (by protocol); actives 1.1% (n = 86,000);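 active = viability at or below 30%; inactive = viability above 30%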;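 note: 100% = median luminescence of DMSO-only cell control wells on each plate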
Lung fibro prol = blocks proliferation of human lung fibroblasts; LL 47 human lung fibroblast viability, ATP luminescence; stronger effect = lower value; viability, % at 10 µM; actives 1.1% (n = 85,000);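 active = viability at or below 50% in the single dose screen; inactive = viability above 50%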;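 note: compound exposure lasted 72 h before the ATP readout; 100% = median luminescence of untreated cell-only wells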
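Assay system: human lung fibroblast line LL 47, low passage. Input: 1,150 fibroblasts seeded per well. Times: overnight cell rest, 72 h compound treatment at 37 °C. Evaluation: % viability of median cell-only signal. Technique: luminescent ATP detection, CellTiter-Glo. Control set: cell-only wells, no compound.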
S1P2 agonist = agonists of human S1P2 receptor; actives 0.46% (n = 97,000); activation, % at 4.5 µM; S1P2-expressing cell line, agonist reporter read-out; O95136; in the data active = activation above about 16%;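 note: 0% = vehicle low control and 100% = maximal reference agonist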
Target sequence (O95136 whole entry, looked up): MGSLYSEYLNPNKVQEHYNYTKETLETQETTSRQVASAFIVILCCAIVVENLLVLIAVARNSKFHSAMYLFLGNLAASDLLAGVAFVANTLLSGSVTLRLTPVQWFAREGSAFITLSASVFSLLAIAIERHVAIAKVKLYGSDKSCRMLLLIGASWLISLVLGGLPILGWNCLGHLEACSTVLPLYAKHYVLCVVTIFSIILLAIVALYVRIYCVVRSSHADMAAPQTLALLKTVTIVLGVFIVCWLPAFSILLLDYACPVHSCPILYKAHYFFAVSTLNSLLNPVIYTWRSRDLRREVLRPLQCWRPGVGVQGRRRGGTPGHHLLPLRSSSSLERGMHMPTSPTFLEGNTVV
PostGolgi ctrl = growth of the yeast control strain, post-Golgi counter-screen | efflux-deficient yeast background strain, growth absorbance A615, 16 h | inhibition, % at 10 µM | actives 5% (n = 98,000) | AID 738
DAT uptake mod = modulates human dopamine transporter uptake under cocaine | LLC-PK1 hDAT cells, [14C]-dopamine uptake with cocaine IC80; actives deviate in either direction | actives 1.3% (n = 110,000) | AID 449768 | B-score at 10 µM | Q01959;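 active = Z score or B-score, a plate-position-corrected score, falls beyond the plate's 99.7% confidence bounds, in either direction; inactive = both scores lie inside the 99.7% bounds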;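 note: scored against the spread of the other compound wells on the same plate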
Target sequence (Q01959 whole entry, looked up): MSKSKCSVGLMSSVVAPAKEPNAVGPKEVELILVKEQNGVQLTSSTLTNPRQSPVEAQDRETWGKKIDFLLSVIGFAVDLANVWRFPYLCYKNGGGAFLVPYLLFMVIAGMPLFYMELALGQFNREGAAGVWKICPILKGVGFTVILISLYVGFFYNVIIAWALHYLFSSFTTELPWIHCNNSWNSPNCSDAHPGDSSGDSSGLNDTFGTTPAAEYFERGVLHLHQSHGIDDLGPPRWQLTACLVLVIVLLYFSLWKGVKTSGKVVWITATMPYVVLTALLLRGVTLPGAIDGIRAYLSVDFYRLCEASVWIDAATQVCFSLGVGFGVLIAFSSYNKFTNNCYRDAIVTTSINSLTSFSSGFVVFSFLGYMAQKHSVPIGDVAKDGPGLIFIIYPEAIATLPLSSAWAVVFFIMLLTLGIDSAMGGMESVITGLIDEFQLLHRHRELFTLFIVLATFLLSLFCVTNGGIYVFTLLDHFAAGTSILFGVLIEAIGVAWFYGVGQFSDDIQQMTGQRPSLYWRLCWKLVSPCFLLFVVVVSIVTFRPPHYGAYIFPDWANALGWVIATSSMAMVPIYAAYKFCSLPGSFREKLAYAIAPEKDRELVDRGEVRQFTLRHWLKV
S1P2 blocker = blocks the human S1P2 receptor. actives 0.21% (n = 97,000). O95136. AID 736. cell-based S1P2 antagonist assay, inhibition at 5 uM. inhibition, % at 5 µM; in the data active = inhibition above about 45%;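 note: CRE beta-lactamase reporter cells expressing human S1P2 stimulated with S1P; 0% = agonist at EC80 alone and 100% = agonist plus reference antagonist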
* hit, by the source's call; nt = no result given. Cut-off read from the data, not from the text of the source, unless noted: active = inhibition above about 30%; inactive = the rest.

SMILES	Ecoli WT expand	H69AR growth 86K	PostGolgi yeast	HUVEC prolif 384	Lung fibro prol	S1P2 agonist	PostGolgi ctrl	DAT uptake mod	S1P2 blocker
c1ccc(-c2cc(-c3nn4c(-c5ccco5)nnc4s3)c3ccccc3n2)cc1	-11.0	26.7*	-3.6	63.8	51.5	-1.1	37.9*	1.03	-1.4
CCn1c2ccccc2c2cc(NC(=O)CSc3nnnn3-c3ccccc3)ccc21	0.0	20.2*	-8.7	73.0	79.4	nt	9.3	0.276	nt
COc1ccc(C2N(c3ccc(Cl)cc3)C(=O)C3CCCN32)cc1 (configuration not stated)	11.0	82.2	-9.8	82.5	93.1	-3.9	0.9	-0.636	14.4
CCOCCn1c(C(C)C)nc2ccccc21	3.0	102.1	-1.3	93.0	102.6	-1.3	7.8	-2.25	-3.2
CCc1ccc2oc(=O)cc(CN3CCN(c4ccc(F)cc4)CC3)c2c1	-11.0	36.9*	12.8	39.7	26.2*	-3.3	38.1*	-0.652	8.9
Cc1c(C(=O)Oc2cccc3ccccc23)cnn1-c1ccccc1	-7.0	nt	9.5	nt	nt	-4.7	6.6	0.0229	-0.5
CCOc1ccc(-n2c(Cc3ccccc3)nnc2SCc2c(C)noc2C)cc1	8.0	78.2	-6.3	99.5	95.2	-12.6	8.9	0.0504	0.3
Cn1c(=O)[nH]c(=O)c2c1nc(N1CCCCCC1)n2CCN1CCCCCC1	3.0	75.7	-0.9	78.8	103.8	-7.7	9.9	0.272	9.2
C=CCn1c(C(C)NC(=O)C(C)(C)C)nc2ccccc21 (configuration not stated)	nt	97.2	nt	104.4	104.1	-10.0	nt	-0.376	6.1
O=C(COc1ccc2oc(-c3ccccc3)cc(=O)c2c1)NCc1ccco1	-3.0	88.9	13.9	72.1	92.7	-4.1	0.9	-0.183	-13.4
CCC(C)NC(=O)CC1Oc2ccc(C)cc2NC1=O (configuration not stated)	4.0	97.9	-0.3	110.6	98.0	nt	1.1	-0.762	nt
CCOc1ccccc1CNS(=O)(=O)c1ccc2[nH]c(=O)sc2c1	-3.0	63.3	-3.0	94.2	95.0	nt	15.0	0.284	nt
Cc1ccc(S(=O)(=O)N2CCCCC2)cc1C(=O)Nc1ccc2cn[nH]c2c1	4.0	86.7	-2.6	87.8	95.2	-3.2	1.2	0.869	15.4
COc1ccccc1NC(=O)CSc1nnc(C)n1CCc1ccccc1	5.0	95.3	-3.7	92.3	102.2	-2.3	1.5	-7.59*	-1.4
COC(=O)CSc1nnc(CNC(=O)Cc2ccccc2)n1C	8.0	81.8	1.8	97.9	98.6	-2.9	-4.4	-0.014	2.8
COC(=O)c1[nH]c2cccc(Cl)c2c1NC(=O)CN1CCCCC1C (configuration not stated)	6.0	89.9	8.9	85.8	100.8	0.3	2.8	0.109	9.0
CCN(CC)CCCNC(=O)CCc1ccccc1	-8.0	97.4	3.7	103.4	99.4	-2.5	-3.1	-0.419	-4.7
Fc1ccc(-c2cc3nc4c(c(N5CCOCC5)n3n2)CCCC4)cc1	0.0	35.2*	18.8	53.5	79.9	-6.3	57.1*	0.673	-10.6
CCOC(=O)c1nnn(-c2nonc2N)c1COc1c(C=O)cccc1OC	-7.0	63.2	11.5	98.0	103.2	-9.2	19.2	-1.06	4.5
CCOC(=O)N1CCC(NC(=O)Cn2ncc3ccccc32)CC1	2.0	102.7	12.8	102.3	108.6	-1.8	2.7	-0.821	20.8
CSc1nc2ccccc2cc1/C=C(\C#N)c1ccc(Cl)cc1Cl	-8.0	nt	-16.9	nt	nt	19.8*	24.2	-0.181	-35.8
Cc1c(NC(=O)OCCNC(=O)COc2c(Cl)cccc2Cl)sc(=S)n1C	-3.0	nt	8.3	nt	nt	-5.4	-1.2	0.727	18.8
O=C(Nc1ccccc1F)N(CCCN1CCOCC1)Cc1cc2cc3c(cc2[nH]c1=O)OCCO3	4.0	65.3	-0.8	79.9	85.5	5.0	-0.5	-0.195	-58.0
Cc1ccc2c(c1)nnn2C1CCN(C(=O)NC23CC4CC(CC(C4)C2)C3)CC1	-9.0	95.7	-7.3	100.5	105.3	-3.7	1.9	-0.19	10.3
COc1ccccc1NC(=O)/C=C/C(N)=O	4.0	2.1*	-3.9	98.8	70.9	-3.3	13.9	-0.726	-12.8
COc1cc(OC)cc(-n2nnnc2SCC(=O)N2CCCc3ccccc32)c1	-10.0	81.2	-6.9	82.5	97.5	-6.4	7.7	0.351	19.8
OC(CN(c1ccccc1)c1ccccc1)Cn1cnc2ccccc21 (configuration not stated)	-11.0	50.0	-0.9	95.4	89.5	-0.8	31.9*	-0.0155	-0.6
COC(=O)CSc1nc(N)c2c3c(sc2n1)CCCC3	0.0	106.1	3.9	85.8	95.9	nt	14.4	-0.6	nt
O=c1c(-c2ccccc2)[n+]([O-])c2ccccc2n1O	12.0	95.5	-0.3	104.0	101.8	-4.0	-11.9	-1.06	1.7
O=C(C1CC1)N1CCN=C1SCc1ccccc1	-8.0	93.3	-11.1	90.3	99.0	nt	11.2	0.684	nt
O=C(Cc1cccs1)NCc1cn2ccccc2n1	1.0	95.6	-10.3	97.8	104.9	-7.2	0.5	nt	-2.3
CC(=O)c1cc(CN2C(=O)CCC2=O)cs1	11.0	93.0	-6.3	97.5	98.1	-10.0	6.6	-0.386	9.8
COC(=O)C1=C(C)OC(N)=C(C#N)C1c1ccsc1 (configuration not stated)	nt	101.5	nt	99.3	99.5	-6.0	nt	-0.265	6.5
O=C(CNC(=O)OCc1ccccc1)Oc1cc2oc(=O)cc(-c3ccccc3)c2cc1Cl	6.0	nt	0.9	nt	nt	-2.4	34.6*	nt	26.4
O=C(Nc1cccc(O)c1)c1cc(S(=O)(=O)N2CCCC2)ccc1Cl	1.0	86.8	1.1	107.9	102.5	2.2	3.6	-0.643	-14.2
COC(=O)c1ccccc1NC(=O)CSc1n[nH]c(C)n1	nt	99.0	nt	98.5	104.3	-1.8	nt	0.125	-27.7
Cn1c(=O)n(C)c2cc(/C=N/NC(=O)c3cccc(Br)c3)ccc21	2.0	nt	-1.9	nt	nt	-7.5	-10.6	0.764	2.9
COc1cccc2c1OC1(C)CC2/C(=C(\C)O)C(=O)N1 (configuration not stated)	3.0	nt	4.8	nt	nt	-4.4	-3.1	0.727	5.7
O=C1Nc2ccccc2OC1CC(=O)N1CCN(c2cccc(C(F)(F)F)c2)CC1 (configuration not stated)	5.0	67.2	0.6	95.7	98.6	-1.1	11.1	0.75	10.6
CC(C)(C)n1ncc2c(=O)n(CC(=O)c3ccccc3)cnc21	-1.0	79.6	-3.3	98.1	108.3	-8.2	-3.2	0.216	2.5
Cc1cccc(C)c1NC(=S)NC(=O)CCc1ccccc1	-8.0	nt	3.4	nt	nt	-5.6	9.6	-0.405	10.9
COCCCN(C(=O)Nc1cccc(Cl)c1)C(C)c1ccccn1 (configuration not stated)	nt	96.5	nt	98.8	98.7	0.6	nt	-0.775	13.3
O=C(c1ccc(CN2CCOCC2)cc1)N1CCN(c2cccc(Cl)c2)CC1	8.0	72.1	-1.8	93.8	100.2	-1.1	1.5	1.22	-2.6
COc1ccc(C)cc1NC(=O)CSc1nnc(COc2ccc(C)cc2)n1Cc1ccco1	-7.0	67.3	-2.8	78.1	92.2	-4.0	26.4	-0.207	6.4
O=C(/C=C/c1ccc(Cl)cc1Cl)NCc1ccco1	-2.0	nt	11.9	nt	nt	-1.2	11.1	-0.58	-1.8
O=S(=O)(c1ccc(F)cc1)N1CCN(c2ncnc3c2cnn3-c2ccccc2)CC1	-4.0	92.1	5.0	84.5	98.5	-3.7	34.6*	-1.01	13.2
CCC(CC)C(=O)N=C1SC2CS(=O)(=O)CC2N1CCc1ccc(OC)cc1 (configuration not stated)	7.0	87.1	1.9	74.3	96.3	-4.9	7.1	-0.948	2.0
COc1ccc(CCN2C(=O)c3[nH]nc(-c4ccccc4O)c3C2c2cccc(Cl)c2)cc1 (configuration not stated)	-6.0	22.6*	6.6	14.9*	54.3	-4.0	23.8	-0.767	-2.6

Structural class, the compounds so far containing a furan ring, fused or not.
SMILES	Ecoli WT expand	H69AR growth 86K	PostGolgi yeast	HUVEC prolif 384	Lung fibro prol	S1P2 agonist	PostGolgi ctrl	DAT uptake mod	S1P2 blocker
c1ccc(-c2cc(-c3nn4c(-c5ccco5)nnc4s3)c3ccccc3n2)cc1	-11.0	26.7*	-3.6	63.8	51.5	-1.1	37.9*	1.03	-1.4
O=C(COc1ccc2oc(-c3ccccc3)cc(=O)c2c1)NCc1ccco1	-3.0	88.9	13.9	72.1	92.7	-4.1	0.9	-0.183	-13.4
COc1ccc(C)cc1NC(=O)CSc1nnc(COc2ccc(C)cc2)n1Cc1ccco1	-7.0	67.3	-2.8	78.1	92.2	-4.0	26.4	-0.207	6.4
O=C(/C=C/c1ccc(Cl)cc1Cl)NCc1ccco1	-2.0	nt	11.9	nt	nt	-1.2	11.1	-0.58	-1.8

Other compounds.
SMILES	Ecoli WT expand	H69AR growth 86K	PostGolgi yeast	HUVEC prolif 384	Lung fibro prol	S1P2 agonist	PostGolgi ctrl	DAT uptake mod	S1P2 blocker
Cc1ccc(NC(=O)NC2CCCN2S(=O)(=O)c2ccc(Cl)cc2)cc1 (configuration not stated)	2.0	86.8	-7.7	90.0	96.2	-2.1	33.2*	0.338	-3.5
CCOC(=O)C1(C(F)(F)F)N=C(c2cccnc2)OC(N2CCOCC2)=N1 (configuration not stated)	-6.0	78.0	-6.9	98.2	99.7	-3.3	-8.6	0.352	3.7
CC(=O)N(CCC(Cc1ccccc1)c1ccc2c(c1)OCO2)Cc1ccccc1F (configuration not stated)	0.0	nt	-9.8	nt	nt	0.6	36.2*	nt	-6.3
Cc1noc(C)c1COc1ccc(C(=O)OCC(=O)NC23CC4CC(CC(C4)C2)C3)cc1	0.0	102.1	-5.9	112.5	98.9	-5.7	36.7*	-0.12	-17.7
COc1cc(NC(=O)C(F)(F)F)cc(OC)c1	-4.0	89.0	-5.8	96.0	99.7	1.1	1.1	-0.19	0.7
C=CCn1c(=O)/c(=C\c2ccsc2)s/c1=C(/C#N)C(=O)NCCN1CCOCC1	-1.0	78.0	3.8	85.0	93.0	-0.9	6.6	-0.715	-2.0
O=C(NCc1ccncc1)Nc1ccccc1	11.0	99.1	18.8	101.8	99.6	-3.5	3.7	-1.28	-11.6
COCCNC(=O)c1ccc2c(c1)nc(C)n2-c1cc(OC)c(OC)c(OC)c1	7.0	93.7	3.0	94.3	101.0	4.7	-1.9	-1.15	-18.6
COc1ccccc1NC(=O)CN(c1ccc(C23CC4CC(CC(C4)C2)C3)cc1)S(C)(=O)=O	-6.0	nt	-1.4	nt	nt	-7.0	13.9	-0.433	-10.1
COc1cccc(NC(=O)CN2C(=O)C3(OCCCO3)c3ccccc32)c1	6.0	nt	-7.2	nt	nt	-9.5	-0.6	1.01	16.1
O=C(O)/C=C/C(=O)NNC(=O)c1ccccc1Br	3.0	nt	0.8	nt	nt	-1.8	-3.5	0.803	-2.7
C[N+]1(CCN2C(=O)C3CC=C(Cl)CC3C2=O)CCOCC1 (configuration not stated)	-6.0	nt	0.3	nt	nt	-4.0	8.5	0.0258	-7.9
N#Cc1c(NC(=O)CCN2C(=O)c3ccccc3C2=O)oc(-c2ccccc2)c1-c1ccccc1	-7.0	nt	-4.3	nt	nt	-5.1	14.1	-0.572	11.4
COC(=O)CSc1nnnn1-c1cccc2ccccc12	6.0	104.8	1.1	102.8	112.0	-2.7	-1.8	-1.14	2.6
CCS(=O)(=O)NCc1csc(C)n1	-2.0	96.6	5.0	93.0	101.5	nt	7.6	0.332	nt
Cc1cc(=O)n(CCC(=O)O)c2ccccc12	0.0	95.3	-8.1	98.8	93.6	-4.1	28.6	0.176	2.9
